M1 PAM parental – nonselective activator or artifact in parental CHO-K1 calcium assay; ATP EC20, Fluo-8 calcium fluorescence; 0% at ATP EC20, 100% at ATP max; activation, % at 3 µM; hit rate 0.02% among 360,000; AID 602247;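 active = activation above the run cutoff, the mean activation of all test compounds plus 3 SD, cut at about 40% in these data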;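 note: peak over basal fluorescence ratio in a 140 s read after ATP addition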
M5 antag – antagonists of human muscarinic M5 receptor (CHRM5). AID 624040. P08912. CHO-hM5 cells, Fluo-8 calcium fluorescence, ACh EC80. inhibition, % at 3 µM. hit rate 0.59% among 360,000;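 active = inhibition above a per-plate cutoff, the mean of that plate's test compounds plus 3 SD, cut at about 27% in these data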;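 note: 0% = acetylcholine EC80 with DMSO and 100% = DMSO without agonist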
Target sequence (P08912 whole entry, looked up): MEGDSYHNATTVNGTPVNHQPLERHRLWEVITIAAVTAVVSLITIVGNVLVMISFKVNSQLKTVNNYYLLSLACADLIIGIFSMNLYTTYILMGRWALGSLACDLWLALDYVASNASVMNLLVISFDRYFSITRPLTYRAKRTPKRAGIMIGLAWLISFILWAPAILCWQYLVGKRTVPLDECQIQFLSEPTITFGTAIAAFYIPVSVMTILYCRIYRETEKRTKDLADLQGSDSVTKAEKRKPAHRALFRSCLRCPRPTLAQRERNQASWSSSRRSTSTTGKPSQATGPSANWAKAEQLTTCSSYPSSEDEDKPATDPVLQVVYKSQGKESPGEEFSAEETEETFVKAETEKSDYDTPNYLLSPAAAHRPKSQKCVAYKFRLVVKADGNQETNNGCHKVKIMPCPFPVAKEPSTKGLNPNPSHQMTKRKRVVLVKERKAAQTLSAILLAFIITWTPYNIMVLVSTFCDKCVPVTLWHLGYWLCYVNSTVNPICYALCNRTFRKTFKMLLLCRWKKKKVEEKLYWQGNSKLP
TAAR1 ag – agonists of human TAAR1. Q96RJ0. CHO RD-HGA16 TAAR1, Fluo-8 calcium fluorescence; vehicle wells 0%, saturating PEA agonist 100%. activation, % at 3 µM. hit rate 0.99% among 360,000;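 active = activation above the mean activation of all test compounds in the run plus 3 SD, cut at about 38% in these data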
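System: CHO RD-HGA16 cells carrying human TAAR1 plus Gα16; Incubation: 17-24 h seeding, 75 min 37 °C dye, 30 min RT; Measured by: Fluo-8 fluorescence, 5 s baseline then 140 s kinetic read; Control set: DMSO and PEA EC100; Replication: single well for each compound.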
CHRM5 agonist – agonists of human muscarinic M5 receptor (CHRM5); P08912; CHO-K1 hM5 cells, Fluo-8 calcium fluorescence; 0% DMSO wells, 100% maximal acetylcholine response; activation, % at 3 µM; hit rate 0.19% among 360,000;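 active = activation above the run's mean over test compounds plus 3 SD, cut at about 23% in these data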;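 note: signal is peak over basal fluorescence ratio across the kinetic read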
CRFR2-BP ag – agonists of human CRF-binding protein/CRF-R2 receptor complex. HEK293 CRF-R2/CRF-BP, calcium dye fluorescence (FLIPR); percent of saturating CRF peptide response. activation, % at 13.2 µM. hit rate 0.46% among 350,000. AID 588473;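 active = activation of at least 50%, plus an integration ratio under a set limit after plate pattern correction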;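 note: plate controls were neutral control wells without compound for no effect and CRF at EC100 for full effect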
M4 PAM – CHRM4 positive allosteric modulation; CHO-K1 hM4/Gqi5, Fluo-8 calcium fluorescence, ACh EC20; 0% = ACh EC20, 100% = maximal ACh; hit rate 0.4% among 360,000; AID 624126; P08173; activation, % at 3 µM;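 active = activation above its plate's cutoff, the mean activation of sample wells plus 3 SD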; note: some results filed as inactive read as strong as hits
Target sequence (P08173 whole entry, looked up): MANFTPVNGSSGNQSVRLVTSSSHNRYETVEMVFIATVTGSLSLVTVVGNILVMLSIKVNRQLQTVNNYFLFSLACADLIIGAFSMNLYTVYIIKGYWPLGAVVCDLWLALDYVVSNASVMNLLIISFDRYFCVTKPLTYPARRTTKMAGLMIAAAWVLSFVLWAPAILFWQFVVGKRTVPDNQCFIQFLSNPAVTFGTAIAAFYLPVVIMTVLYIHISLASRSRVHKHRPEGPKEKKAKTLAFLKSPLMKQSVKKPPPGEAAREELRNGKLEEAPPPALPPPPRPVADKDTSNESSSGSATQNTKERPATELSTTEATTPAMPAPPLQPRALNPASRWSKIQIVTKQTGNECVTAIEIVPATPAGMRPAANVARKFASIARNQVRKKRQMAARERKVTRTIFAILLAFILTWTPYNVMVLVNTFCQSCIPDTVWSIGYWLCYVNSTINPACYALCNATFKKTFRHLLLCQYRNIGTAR
CHRM5 PAM – potentiates acetylcholine response at human M5 receptor | P08912 | CHO-K1 hM5, Fluo-8 calcium, ACh EC20 PAM; 0% = ACh EC20, 100% = ACh EC100 | activation, % at 3 µM | hit rate 0.3% among 360,000;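 active = activation above the run cutoff, the mean activation of all test compounds plus 3 SD, cut at about 18% in these data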
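system = human M5 receptor in CHO-K1 cells | reagent = EC20 acetylcholine as agonist stimulus | compound dosing = single-point, 3 µM nominal | incubation = Fluo-8 loading 80 min at 37 °C plus 30 min room temperature | detection = Fluo-8 calcium dye fluorescence, kinetic read | benchmarks = low control EC20 acetylcholine (0%), high control EC100 acetylcholine (100%)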
CRFBP-R2 block – antagonists of CRF-binding protein/CRF-R2 receptor complex. HEK293 CRF-R2/CRF-BP, CRF-induced calcium fluorescence. inhibition, % at 11.8 µM. hit rate 0.59% among 350,000. AID 588475;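 active = inhibition of the ligand-induced calcium signal above about 50% at the single tested concentration, limit read from the data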
TAAR1 antag – human TAAR1 antagonism | Q96RJ0 | CHO RD-HGA16 TAAR1, Fluo-8 calcium fluorescence, antagonist | inhibition, % at 3 µM | hit rate 1.5% among 360,000 | AID 624466;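 active = inhibition above a per-plate cutoff, the mean inhibition of test compounds on that plate plus 3 SD, cut at about 49% in these data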;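 note: 0% = DMSO plus EC80 beta-PEA response and 100% = DMSO alone without agonist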
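Test system – hTAAR1-expressing CHO RD-HGA16 cells, Gα16-coupled · Also added – β-PEA at EC80 concentration, post-compound challenge · Compound – 3 µM, single point · Incubation – dye loading 75 min at 37 °C, then 30 min room temperature · Measured by – Fluo-8 intracellular calcium dye fluorescence, real-time kinetic reads · Benchmarks – vehicle and agonist controls · Replicates – singlicate, one well per test compound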
Numbers without * were called inactive; . = no result given. Outcome played no part in choosing rows; about 4.2% have a hit in one of these screens.

nr | smiles | TAAR1 ag | M4 PAM | M1 PAM parental | CRFR2-BP ag | CRFBP-R2 block
1 | CCOC(=O)c1ccc[n+]([O-])c1 | 2 | 2 | 22 | 2.0 | 3
2 | O=C(NNC(=O)C1CCN(S(=O)(=O)c2ccc(Cl)cc2)CC1)c1ccccc1O | 0 | 3 | 8 | 2.0 | 11
3 | CCO[C@@H]1OC(C(=O)NCc2nc3ccccc3[nH]2)=C[C@H](c2coc3ccccc3c2=O)[C@H]1CCCO | 0 | 5 | -2 | -0.3 | -7
4 | c1ccc(Cc2nnc3sc(-c4ccc5c(c4)OCO5)nn23)cc1 | 5 | 5 | 13 | -3.4 | 27
5 | CCOc1cc(/C=N\Nc2ccc([N+](=O)[O-])cc2)ccc1OCC(=O)Nc1ccc(C)c(C)c1 | 1 | 17 | 15 | 24 | -29
6 | Cc1cccc(OCCn2c(-c3ccco3)nc3ccccc32)c1 | 3 | -10 | 7 | 1.4 | 8
7 | CCN(CC)c1ccc(/C=C2\C(=N)N3N=C(CC(=O)N4CCOCC4)SC3=NC2=O)cc1 | 3 | 0 | 22 | 109* | -57
8 | O=C(O)C1CCN(c2nc(-c3ccccc3)c3cc(Br)ccc3n2)CC1 | 0 | -2 | -19 | 3.3 | -6
9 | CC(C)Oc1nc(-c2ccc(Cl)cc2)nc2ccccc12 | 3 | 0 | -14 | 2.7 | -28
10 | O=C(Nc1ccc(NC(=O)C2CCCCC2)nc1)c1ccco1 | 3 | 0 | 11 | 0.1 | 7
11 | CCOC(=O)C1=C(c2ccccc2)NC(=O)NC1c1ccsc1 (stereo not given) | -1 | 2 | 11 | -0.8 | 1
12 | Cc1cnc(NC(=O)C2CC(=O)N(c3cccc(Cl)c3)C2)s1 (stereo not given) | 2 | 1 | -7 | -1.7 | -8
13 | O=C(CCS(=O)(=O)c1ccccc1)NNC(=O)CSc1ccccc1F | 8 | 11 | 5 | -0.7 | -10
14 | O=C(C/C(=N/O)c1ccccc1O)C(F)F | 2 | 9 | 12 | 0.7 | -4
15 | CCc1ccccc1OCCOc1ccc(C)cc1OC | 20 | 2 | 25 | 3.1 | 19

nr | CHRM5 PAM | CHRM5 agonist | TAAR1 antag | M5 antag
1 | 8 | 0 | -20 | 10
2 | 0 | -1 | 4 | 0
3 | -1 | 3 | 3 | 9
4 | -6 | -1 | 4 | -2
5 | 3 | 1 | -20 | -2
6 | -12 | -1 | 6 | 8
7 | -3 | 8 | -7 | 5
8 | 2 | 2 | 9 | 6
9 | -2 | -2 | -41 | 1
10 | 0 | 1 | 11 | -3
11 | 0 | -4 | 10 | 11
12 | 2 | 1 | -19 | 5
13 | -3 | 3 | 13 | 0
14 | 4 | -2 | -1 | -7
15 | -3 | -9 | 20 | -11

nr | smiles | TAAR1 ag | M4 PAM | M1 PAM parental | CRFR2-BP ag | CRFBP-R2 block
16 | CCOc1ccc(C(=O)Nc2ncccc2Cl)cc1 | 1 | 7 | 19 | -2.5 | -22
17 | COC(=O)/C=C1\SC(N)=NC1=O | 7 | -10 | -18 | 0.0 | 3
18 | COc1ccc(NC(=O)CC2C(=O)NCCN2C(=O)c2ccc(Cl)cc2)cc1 (stereo not given) | 0 | 2 | 19 | -1.4 | 9
19 | CC(C)CCN1CCN(Cc2cc3ccccc3[nH]2)CC1CCO (stereo not given) | 6 | -3 | 11 | 1.1 | 2
20 | Cc1ccc(S(=O)(=O)n2cnc3ccccc32)cc1 | 16 | 10 | -1 | -0.4 | 17
21 | CC(Sc1nnc(-c2ccco2)o1)C(=O)NCCC1=CCCCC1 (stereo not given) | -1 | -16 | -5 | -1.1 | 32
22 | CCN(CC)c1ccc(C(=O)Nc2ccccc2)cc1[N+](=O)[O-] | 11 | -11 | 9 | -0.9 | -19
23 | COc1cccc(/C=C2\NC(=O)NC2=O)c1O | 1 | 0 | 15 | 0.9 | 0
24 | C=CCN(CC=C)C(=S)NC(=O)/C=C/c1ccc(C)cc1 | 0 | -4 | 9 | -1.5 | 13
25 | C=CCn1c(SCC(=O)N2c3ccccc3Sc3ccccc32)nnc1-c1ccco1 | 1 | -9 | 12 | -0.5 | 9
26 | N#Cc1ccccc1OCC(=O)Nc1c(C(=O)C2CC2)oc2ccccc12 | 7 | -4 | 13 | -0.2 | 21
27 | CC(C)C1Oc2ccccc2C(=O)N(CC(=O)c2ccc3c(c2)OCCO3)C1=O (stereo not given) | 2 | 0 | 2 | 1.9 | -12
28 | CCOC(=O)C1CCN(C(=O)c2cc(S(=O)(=O)N3CCCCCC3)ccc2OC)CC1 | 1 | 10 | 9 | 0.2 | 3
29 | O=C(NCC(c1cccs1)N1CCOCC1)c1ccccc1NS(=O)(=O)c1ccc(Cl)c([N+](=O)[O-])c1 (stereo not given) | 9 | -18 | -7 | 20 | 42
30 | O=C(CSc1nn(-c2ccc(F)cc2)c(=S)s1)NCC1CCCO1 (stereo not given) | 5 | -5 | 21 | -0.3 | 2

nr | CHRM5 PAM | CHRM5 agonist | TAAR1 antag | M5 antag
16 | 4 | -5 | 5 | -4
17 | -1 | 5 | 2 | 4
18 | 13 | 3 | -12 | -5
19 | 3 | 0 | -11 | 4
20 | 7 | 1 | 6 | -5
21 | -12 | 2 | 1 | 23
22 | -16 | -4 | 38 | -1
23 | 0 | -1 | -11 | 11
24 | -1 | 1 | 1 | 3
25 | 1 | -5 | -31 | -1
26 | -1 | -1 | 17 | 2
27 | 3 | 0 | 21 | -22
28 | 8 | -4 | -20 | -11
29 | -18 | 7 | -6 | 43*
30 | 0 | -4 | 11 | 5

nr | smiles | TAAR1 ag | M4 PAM | M1 PAM parental | CRFR2-BP ag | CRFBP-R2 block
31 | COc1ccc(CCNC(=O)Oc2ccccc2)cc1OC | 7 | 7 | 5 | -0.3 | 9
32 | NC(Cc1ccc(F)cc1)c1csc(Nc2ccc(S(N)(=O)=O)cc2)n1 (stereo not given) | 61* | 6 | 7 | . | .
33 | COc1ccc(/C=C(/NC(=O)c2ccccc2)C(=O)Nc2cccc(C(=O)O)c2)cc1 | 1 | 4 | 4 | -1.5 | -5
34 | Cc1ccc(OCCn2c(C)nc3ccccc32)cc1 | 4 | -13 | 1 | 1.5 | 49
35 | CCOC(=O)C(C)Oc1ccc(NC(=O)C(Cl)(Cl)Cl)cc1 (stereo not given) | 3 | -11 | -1 | -0.5 | -9
36 | C/C(=N\NC(=O)CN1CCN(S(=O)(=O)c2ccc(C)cc2)CC1)c1ccncc1 | -1 | 0 | 11 | -3.0 | -10
37 | Cc1nc2sc(C#N)c(N)c2c2c1CCCC2 | 6 | 9 | 24 | -3.6 | -5
38 | COc1cc(C2c3c(n[nH]c3C)C(=O)N2c2ccc(Br)cc2)ccc1O (stereo not given) | 9 | -5 | 6 | -1.1 | -3
39 | O=C(NCCc1ccccc1)c1c(F)c(F)c(F)c(F)c1F | 4 | 3 | -2 | -1.1 | 36
40 | Cc1cc(C)c(C)c(OCC(=O)O/N=C(\N)c2cccnc2)c1 | 10 | -6 | 8 | -1.1 | 9
41 | CC(Cc1cccs1)NC(=O)CCCn1nnnc1CN1CCOCC1 (stereo not given) | 1 | -5 | -29 | -0.7 | 0
42 | COc1cccc(NC(=O)C2(C)CCCN2C(=O)C(C)C)c1OC (stereo not given) | 1 | -2 | 1 | . | .
43 | CC(=O)Nc1ccc(NC(=O)C2CCCN2S(=O)(=O)c2cccc3nsnc23)cc1 (stereo not given) | 0 | 0 | 5 | -0.9 | -9
44 | Cc1nn(CCc2nn[nH]n2)c2nc(-c3ccc(C4CCCCC4)cc3)cc(C(F)(F)F)c12 | 8 | -3 | -9 | 24 | 87*
45 | CCOc1ccccc1Nc1ncnc2ccc(Br)cc12 | -1 | 4 | 0 | -0.2 | -8

nr | CHRM5 PAM | CHRM5 agonist | TAAR1 antag | M5 antag
31 | 2 | -2 | -10 | -2
32 | 3 | -1 | 19 | -1
33 | 1 | -3 | -5 | -2
34 | -10 | -12 | 14 | -6
35 | -4 | 3 | -5 | 13
36 | 1 | -2 | -33 | 9
37 | 0 | -6 | -27 | -1
38 | 3 | -2 | 8 | 11
39 | -1 | -5 | 6 | 4
40 | 0 | 3 | 12 | -3
41 | 0 | -3 | 3 | 0
42 | 0 | 0 | -16 | -2
43 | -1 | -4 | 1 | 6
44 | -8 | 0 | 80* | 5
45 | -6 | -1 | -3 | -5

nr | smiles | TAAR1 ag | M4 PAM | M1 PAM parental | CRFR2-BP ag | CRFBP-R2 block
46 | CCOC(=O)C(C)Sc1nc(-c2ccccc2)nc2ccccc12 (stereo not given) | 5 | -1 | 7 | 0.8 | -80
47 | COc1cc(C(C)=O)ccc1OCC(O)Cn1nc(C)c(C(C)=O)c1C (stereo not given) | 2 | -6 | 8 | -0.2 | -8
48 | COc1ccc(C(CNC(=O)c2cccc(S(=O)(=O)Nc3ccccc3Cl)c2)N2CCOCC2)cc1 (stereo not given) | -1 | 0 | -17 | 4.0 | -13
49 | NNC(=O)c1ccc2ccccc2n1 | 4 | -6 | 5 | -0.8 | -7
50 | O=C(COC(=O)Cc1ccccc1[N+](=O)[O-])NCc1ccc(Cl)cc1 | 1 | 6 | 13 | -2.0 | 22
51 | CN(Cc1cccc(F)c1)C(=O)c1ccccc1Sc1ccccc1C#N | 1 | -8 | 1 | -1.1 | 6
52 | O=C(C1=C(O)C(=O)N(Cc2ccco2)C1c1cccs1)c1cccs1 (stereo not given) | 3 | 0 | 17 | -3.4 | -5
53 | C=CC[C@@H](CC(=O)N(CCO)Cc1ccccc1)C(=O)N[C@H](COC(=O)[C@@H](CC=C)CC(=O)OC(C)(C)C)Cc1c[nH]c2ccccc12 | 12 | -4 | 8 | 0.8 | 5

nr | CHRM5 PAM | CHRM5 agonist | TAAR1 antag | M5 antag
46 | -7 | 1 | 15 | 4
47 | -2 | 3 | -7 | 11
48 | -17 | -5 | 14 | 13
49 | -4 | -5 | 17 | 7
50 | 0 | -3 | 3 | -2
51 | -6 | -7 | 12 | 11
52 | 6 | 0 | -13 | -5
53 | -12 | -2 | 60* | 16

Bioassay records: PubChem, several laboratories
